Screening results deposited in PubChem BioAssay by Sanford-Burnham Center for Chemical Genomics.
ATG4B inh: blocks human ATG4B protease cleavage of LC3 substrate. Q9Y4P1. ATG4B cleavage of LC3-PLA2, NBD-HPC fluorescence, 1 h. inhibition, % at 8.33 µM. hit rate 0.51% among 340,000; in the data active = inhibition above about 40%
Target sequence (Q9Y4P1 whole entry, looked up): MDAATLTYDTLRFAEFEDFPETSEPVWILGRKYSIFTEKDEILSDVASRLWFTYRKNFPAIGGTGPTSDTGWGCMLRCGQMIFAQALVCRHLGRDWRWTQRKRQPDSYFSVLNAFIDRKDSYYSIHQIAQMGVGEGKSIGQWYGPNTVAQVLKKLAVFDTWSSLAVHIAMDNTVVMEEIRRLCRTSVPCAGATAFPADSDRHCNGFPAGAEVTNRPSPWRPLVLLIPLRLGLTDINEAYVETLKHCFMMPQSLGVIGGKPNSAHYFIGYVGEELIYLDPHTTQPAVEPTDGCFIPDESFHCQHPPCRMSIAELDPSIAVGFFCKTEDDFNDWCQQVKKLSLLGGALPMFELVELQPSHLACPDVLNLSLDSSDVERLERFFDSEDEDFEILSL
mIAP inh: mouse IAP inhibition; hit rate 0.2% among 330,000; inhibition, % at 10 µM; purified mouse IAP, CDP-Star luminescence, 30 min;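 active = inhibition of at least 40% at 10 µM in the primary screen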;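 also: plate controls were DMSO with enzyme for no effect and no enzyme wells for full effect; values of inactives mirror those of a sister screen read the other way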
Apaf-1 inh: blocks human Apaf-1 apoptosome activity. O14727. reconstituted apoptosome caspase-3 activity, DEVD-Rh110 fluorescence. inhibition, % at 20 µM. hit rate 0.71% among 330,000. AID 489030; active = inhibition of at least 40% at 20 µM;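 also: plate controls were DMSO wells for no effect and DEVD-CHO caspase inhibitor wells for full effect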
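Material: reconstituted apoptosome with Apaf-1, cytochrome c, caspase-9, procaspase-3, dATP / Buffer or medium: pH 7.5 Hepes buffer with CHAPS, BSA, DTT / Also added: cytochrome c with DEVD-Rh110 / Schedule: compound with Apaf-1, dATP, procaspase-3 30 min, then 50 min reaction, room temperature / Technique: rhodamine 110 fluorescence at Ex 480/Em 540 nm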
mIAP act: mouse IAP activation; hit rate 0.24% among 330,000; AID 2805; muIAP, CDP-Star luminescence, 30 min; stronger effect = higher value; 1 = vehicle-only enzyme signal, 0 = enzyme-free wells; activation factor at 10 µM;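 active = activation factor of at least 2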; also: the source names both 10 and 20 µM as test concentration; values of inactives mirror those of a sister screen read the other way
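Assay system: mouse IAP enzyme; reagent: chemiluminescent substrate CDP-Star; dosing: test compounds delivered from DMSO solution; schedule: 30 min at room temperature; measured by: luminescence from enzymatic CDP-Star hydrolysis; controls: DMSO-only wells and no-enzyme negative control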
hIAP block: blocks human intestinal alkaline phosphatase. purified IAP, CDP-Star luminescence, 30 min. inhibition, % at 10 µM. hit rate 0.12% among 330,000;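 active = inhibition reaching a set limit with compound at 10 µM in the primary screen, cut at about 35% in these data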;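 also: plate controls were DMSO wells with enzyme for no effect and no-enzyme buffer wells for full effect; values of inactives mirror those of a sister screen read the other way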
Target sequence (P09923 whole entry, looked up): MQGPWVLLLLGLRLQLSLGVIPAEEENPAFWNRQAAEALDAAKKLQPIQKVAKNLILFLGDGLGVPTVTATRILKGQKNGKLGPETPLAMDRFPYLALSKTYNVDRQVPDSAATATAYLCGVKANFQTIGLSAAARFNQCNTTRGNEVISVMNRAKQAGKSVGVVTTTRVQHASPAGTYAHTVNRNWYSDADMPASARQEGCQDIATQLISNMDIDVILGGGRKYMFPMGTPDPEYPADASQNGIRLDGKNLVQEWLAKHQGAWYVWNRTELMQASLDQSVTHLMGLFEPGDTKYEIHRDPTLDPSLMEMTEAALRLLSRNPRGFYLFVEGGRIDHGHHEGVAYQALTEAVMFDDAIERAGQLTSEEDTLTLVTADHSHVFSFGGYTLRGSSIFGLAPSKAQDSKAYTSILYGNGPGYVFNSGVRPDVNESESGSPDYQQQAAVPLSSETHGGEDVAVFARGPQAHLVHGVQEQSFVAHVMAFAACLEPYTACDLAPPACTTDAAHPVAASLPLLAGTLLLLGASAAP
hIAP activ: human IAP activation. purified human IAP, CDP-Star luminescence, 30 min; stronger effect = higher value; 1 = vehicle-only enzyme, 0 = enzyme-free background. activation factor at 10 µM. hit rate 0.16% among 330,000;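 active = activation factor of the enzyme at least 2-fold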; also: the source names both 10 and 20 µM as test concentration; values of inactives mirror those of a sister screen read the other way
NLRP3 yeast inh: blocks the NALP3 inflammasome reconstituted in yeast; inhibition, % at 10 µM; hit rate 0.39% among 330,000; Yeast reconstituted NLRP3/ASC/caspase-1, beta-gal luminescence, 24 h;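 active = inhibition of 50% or more; inactive = inhibition below 50%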;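 also: plate controls were induced DMSO wells for no effect and uninduced yeast grown without galactose for full effect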
TIM10 inh: inhibits growth of TIM10 yeast strain; S. cerevisiae TIM10 strain growth, BacTiter-Glo luminescence, 24 h; inhibition, % at 10 µM; hit rate 1.4% among 330,000; AID 463195;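 active = inhibition of 40% or more at the single tested concentration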;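 also: wild-type TIM10 isogenic control strain grown at permissive 25 °C; 0% = DMSO yeast wells and 100% = minimal medium wells without yeast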
tim10-1 inh: inhibits growth of tim10-1 mutant yeast | S. cerevisiae tim10-1 ts strain growth, BacTiter-Glo, 24 h | inhibition, % at 20 µM | AID 463190 | hit rate 2.2% among 330,000;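 active = inhibition of at least 40%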;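 also: mutant grown at 25 °C; 0% = DMSO wells with yeast and 100% = wells holding no yeast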
Starred values were filed as active, the others as inactive.

structure,ATG4B inh,mIAP inh,Apaf-1 inh,mIAP act,hIAP block,hIAP activ,NLRP3 yeast inh,TIM10 inh,tim10-1 inh
COC(=O)c1[nH]c2cc(OC)c(OC)cc2c1NC(=O)CN1C[C@H]2C[C@@H](C1)c1cccc(=O)n1C2,-4,10,-6,0.9,19,0.81,0,3,6
COC(=O)c1ccc(C(=O)OC)c(NC(=O)CN(C)Cc2ccccc2)c1,1,8,15,0.92,17,0.83,15,10,10
Cc1cccc(NC(=S)NN2CCN(C)CC2)c1,-10,-6,9,1.1,10,0.9,-11,0,5
Cc1cccc2[nH]c(CN(C)C(=O)C3CCC(=O)N(CCc4ccccc4)C3)nc12 (centres undefined),3,-3,3,1,0,1,10,8,-9
Cc1ccsc1-c1cc(C(=O)O)c2c(ccc3ccccc32)n1,-3,2,3,0.98,10,0.9,25,-7,-21
O=C(O)c1ccc(N=Cc2nc(-c3ccco3)oc2O)cc1,3,10,-10,0.9,0,1,23,5,4
COc1ccccc1NS(=O)(=O)c1ccc2c(c1)n(C)c(=O)n2C,8,2,-17,0.98,12,0.88,-3,-7,11
CCN(C[C@H]1N[C@@](C)(C(=O)OC)[C@H]2C(=O)N(Cc3ccccc3)C(=O)[C@@H]12)S(=O)(=O)c1ccc(C(C)(C)C)cc1,7,5,-2,0.95,-7,1.1,8,90*,21
Clc1ccc(N2CCN(Cc3ccc(Br)o3)CC2)cc1,1,-2,-3,1,4,0.96,16,1,2
Cc1ccc(NC(=O)c2cc3nc(C)cc(C)n3n2)cc1,-4,3,4,0.97,9,0.91,29,11,-2
CCOc1ccc(C2=CSC3=NCCN23)cc1,-1,-2,2,1,-41,1.4,10,-5,-12
O=C(O)C1CC(=O)N(c2ccc(F)cc2)C1 (centres undefined),-11,1,3,0.99,4,0.95,0,-1,0
CCOc1ccc(Cc2nc(N)nc(N)n2)cc1,-5,1,-1,0.99,1,0.99,11,-1,3
Cn1c(SCC(=O)N2CCOCC2)nnc1-c1cccc(NC(=O)c2ccccc2F)c1,-6,7,-16,0.93,-11,1.1,7,4,8
Cc1ccc(NC(=O)C2CCCN(c3ncccn3)C2)cc1F (centres undefined),11,4,-3,0.96,17,0.83,8,-9,15
Cc1cc2occ(CC(=O)N(C)CC(=O)Nc3ccccc3Cl)c2cc1C,-6,-2,20,1,8,0.92,15,0,13
O=C(NCCOc1ccccc1F)c1cccc(S(=O)(=O)N2CCN(c3ccccc3)CC2)c1,-2,-3,10,1,-9,1.1,12,6,22
COc1cccc(-n2nnnc2SCC(=O)Nc2ccc3c(c2)OCCO3)c1,-16,2,11,0.97,16,0.84,-17,-4,6
CCOC(=O)C1CCN(c2c(N3CCCCCC3)c(=O)c2=O)CC1,-7,4,4,0.96,8,0.92,4,-5,2
C=C(C)Cn1c(SCC(=O)NCc2ccco2)nc2sc3c(c2c1=O)CCC3,2,10,15,0.9,-6,1.1,-2,10,9
CCN1C(=O)Nc2cccc3cccc1c23,-6,1,1,0.99,18,0.82,24,7,7
COc1ccc(-c2cccc(-c3nc4ccc(Cl)cn4c3NC3CCCCC3)c2)cc1,16,-16,26,1.2,13,0.87,5,1,10
Cn1cnnc1SC1CCCCC1NS(=O)(=O)c1ccc(Cl)cc1 (centres undefined),-11,0,-28,1,3,0.97,16,-3,-12
CC(C)(C)OC(=O)CNC(=O)c1nc[nH]c1C(=O)NCc1ccccc1,6,7,8,0.93,-50,1.5,7,11,-2
CCN(CC)S(=O)(=O)c1cc(C(=O)Nc2cc(Cl)ccc2N2CCN(C)CC2)ccc1Cl,-7,-3,21,1,13,0.87,27,18,22
Cc1ccc(CN2CC(C(=O)NCCCSc3ccccc3)CC2=O)cc1 (centres undefined),-5,-12,9,1.1,7,0.93,1,3,21
COCCCN1C(=O)C(O)=C(C(=O)c2ccco2)C1c1cccc(Br)c1 (centres undefined),-2,-1,-17,1,6,0.94,16,-4,-10
NC(=O)CC(NC(=O)c1cccc(Br)c1)c1ccc(N2CCC(N3CCCCC3)CC2)c([N+](=O)[O-])c1 (centres undefined),-15,2,-6,0.98,14,0.85,11,7,4
Cc1nn(-c2ccccc2)c(Cl)c1C1C(C#N)=C(N)Oc2n[nH]c(C)c21 (centres undefined),-2,8,13,0.92,-11,1.1,20,39,16
COc1ccc(C(=O)OCCN2CCOCC2)cc1OC,4,-7,-4,1.1,-2,1,3,-13,-3
O=C(/C=C/c1ccco1)N(Cc1ccc(F)cc1)C1CCS(=O)(=O)C1 (centres undefined),-5,5,-12,0.95,-2,1,11,9,-4
Clc1ccc(/C=N/N2CCN(Cc3ccccc3)CC2)cc1,-3,-1,14,1,10,0.9,28,4,18
CSc1nnc2c3cc(F)ccc3n(Cc3ccccc3)c2n1,-6,0,-2,1,-15,1.1,2,-10,17
COc1ccc(CCN(Cc2nc3ccccc3c(=O)[nH]2)C(=O)c2ccco2)cc1OC,-13,-1,1,1,-6,1.1,5,14,5
Nn1c(COc2cccc(Br)c2)nnc1SCC(=O)NCC1CCCO1 (centres undefined),-9,-3,-8,1,8,0.92,17,-3,6
CCc1cc2ccc(C)cc2nc1SCC(=O)N1CCN(C(=O)c2ccco2)CC1,-8,9,27,0.91,-105,2.1*,18,5,42*
Cc1ccc(S(=O)(=O)CCC(=O)NNC(=O)CN(C)S(=O)(=O)c2ccc(C)cc2)cc1,-6,-4,5,1,-18,1.2,22,1,3
Cc1ccc(C(=O)Nc2c(C)n(C)n(-c3ccccc3)c2=O)cc1S(=O)(=O)N1CCCCC1,-2,15,-1,0.85,-5,1.1,16,0,-4
COc1cccc(NC(=O)c2ccc(-c3ccc([N+](=O)[O-])cc3)o2)c1,-5,17,2,0.83,4,0.96,26,7,-2
S=C(NCc1ccccc1)NC1CCSc2ccccc21 (centres undefined),64*,-342,16,4.4*,-6,1.1,24,22,23
COc1ccc2[nH]c3c(NCCCOC(C)C)ncnc3c2c1,-4,-28,6,1.3,5,0.95,0,15,15
Cc1ccc(C2CC(c3cccs3)=NN2C(=O)CSC2=NCCS2)cc1 (centres undefined),1,2,12,0.98,-34,1.3,-13,29,36
CCCOc1ccccc1C(=O)Nc1ccc(S(=O)(=O)N2CCN(C)CC2)cc1,0,-1,5,1,-11,1.1,21,3,23
COC(=O)CN(n1cnnc1)S(=O)(=O)c1ccccc1Cl,3,7,1,0.93,-27,1.3,11,-10,-4
Cc1cccc(N(Cc2ccccc2)C(=O)Cc2ccc(S(=O)(=O)N3CCOCC3)s2)c1,-3,8,19,0.92,3,0.97,15,-2,20

Profiles as entered above. Order of screens: ATG4B inh, mIAP inh, Apaf-1 inh, mIAP act, hIAP block, hIAP activ, NLRP3 yeast inh, TIM10 inh, tim10-1 inh
Cc1ccc(S(=O)(=O)CCC(=O)NNC(=O)CN(C)S(=O)(=O)c2ccc(C)cc2)cc1 across the screens: -6, -4, 5, 1, -18, 1.2, 22, 1, 3
S=C(NCc1ccccc1)NC1CCSc2ccccc21 (centres undefined) across the screens: 64*, -342, 16, 4.4*, -6, 1.1, 24, 22, 23

Additional results follow.
structure,ATG4B inh,mIAP inh,Apaf-1 inh,mIAP act,hIAP block,hIAP activ,NLRP3 yeast inh,TIM10 inh,tim10-1 inh
CC(C)(C)c1ccccc1OCCOCCSc1ncccn1,2,3,22,0.97,-3,1,15,-9,18
CN(C)/C=N/C(=S)Nc1ccc(Br)cc1F,3,6,-1,0.94,6,0.94,23,16,12
Cc1ccc2c(CC(=O)N3CCN(S(=O)(=O)c4ccccc4)CC3)coc2c1,-5,-13,18,1.1,-15,1.2,0,-8,21
CCN(CC(=O)N1CCCC1)S(=O)(=O)c1ccc(Br)cc1,-9,7,-19,0.93,16,0.84,15,3,4
COc1cccc(OC)c1C(=O)OCC(=O)NC(=O)NCc1ccccc1,-7,0,-1,0.99,-5,1.1,3,-5,-1
O=C(CNc1cccc([N+](=O)[O-])c1)N1CCN(S(=O)(=O)c2ccc(Cl)cc2)CC1,-3,10,-5,0.9,6,0.94,30,6,10
CCc1ccc(NC(=O)C2CCCN(S(=O)(=O)c3ccc4[nH]c(=O)ccc4c3)C2)cc1 (centres undefined),-4,1,4,0.99,13,0.87,21,-1,6
COc1ccc(CNC(=O)CN(C)Cc2ccc(SC)cc2)cc1,-3,2,4,0.98,-14,1.1,34,5,33
CC1CCN(S(=O)(=O)c2ccc(NC(=O)Cn3nnc(-c4ccccc4F)n3)cc2)CC1,32,-4,6,1,15,0.85,12,4,19
CCCCOCC(O)CN1CCN(C(C)=O)CC1 (centres undefined),4,-8,-12,1.1,-26,1.3,18,5,1
COc1ccc(NC(=O)CCC(=O)c2cccs2)cc1S(=O)(=O)Nc1ccccc1Cl,-11,-7,5,1.1,-4,1,14,14,34
Cc1nc(C(=O)NNC(=O)c2ccc(Cl)cc2)c(C(F)(F)F)o1,0,11,-10,0.89,-26,1.3,19,7,3
Cc1ccccc1N1CCN(C2CCCN(C(=O)c3snnc3C)C2)CC1 (centres undefined),-7,3,-10,0.97,-31,1.3,21,-9,9
COc1ccc(-c2cn3c(C)c(C(=O)N4CCCc5ccccc54)sc3n2)cc1,-2,7,23,0.93,9,0.91,32,0,20
CCOc1ccccc1C(=O)NCC(=O)OCC(=O)c1c(N)n(C)c(=O)n(C)c1=O,-6,5,-10,0.95,-11,1.1,3,-4,-10
